Growth percent in the NCI-60 one-dose screen (48 h, 10 µM unless noted): 100 = growth as untreated, 0 = no growth, -100 = all killed.
SK-MEL-28: SK-MEL-28 melanoma; AID 1794761; 81,000 compounds, 4.1% hits
HOP-62: HOP-62 NSCLC | 80,000 compounds, 3.9% hits | AID 1794735
SK-MEL-5: SK-MEL-5 melanoma; 80,000 compounds, 6.4% hits; AID 1794755
M14: M14 melanoma; 80,000 compounds, 6.2% hits; AID 1794745
CCRF-CEM: CCRF-CEM leukemia | 77,000 compounds, 7% hits | AID 1794778
EKVX: EKVX NSCLC | AID 1794765 | 71,000 compounds, 3% hits
HOP-92: HOP-92 NSCLC cells | 71,000 compounds, 6.3% hits
A549/ATCC: A549/ATCC NSCLC; 81,000 compounds, 3.7% hits
* hit, by the source's call; x = not tested or not shown; & = joins results of further samples. Rule for the calls: active = growth percent below 10; inactive = the rest.

smiles,SK-MEL-28,HOP-62,SK-MEL-5,M14,CCRF-CEM,EKVX,HOP-92,A549/ATCC
N#Cc1c(-c2cccnc2)cc(-c2ccc(Cl)cc2)[nH]c1=O,110,88,95,104,x,104,106,110
CC[C@H](Nc1ncnc2nc[nH]c12)c1nc(NCCCCCC(=O)NO)c2ccccc2n1,109,99,102,110,89,94,110,74
CCNC(=O)Oc1ccc(/C(=C(/C)Cc2ccc(OC)cc2)c2ccc(OCCN(CC)CC)cc2)cc1,-60*,76,-97*,-64*,36,70,43,52
O=S1OC(c2ccccc2)C(c2ccccc2)O1 (stereo unspecified),103,89,102,98,105,103,116,96
CC1=CC(=Nc2ccc(N(C)C)cc2)C=C(C)C1=O,97,86,74,92,76,93,49,78
C=C(NC(=O)[C@H](C(C)C)N(C)c1cc(Br)cc2[nH]ccc12)C(=O)OC,99,x,93,85,58,89,70,91
CCC1(CC)COC(c2ccccc2)OC1,96,96,109,105,102,112,55,106
Cc1[nH]c(C(=O)Nc2ccccc2OCc2cccc(C(=O)NC3CCNC3)c2)c(Cl)c1Cl (stereo unspecified),-44*,6.2*,98,24,6.3*,80,70,-51*
CC(C)OC(c1cc2c(cc1Br)OCO2)C(C)Br (stereo unspecified),103,103,102,101,103,98,95,96
O=C(O)CCCNC(=O)OCc1ccccc1,110,x,99,99,104,x,95,104
CN1CCN(C)c2cnccc2C1=O,111,108,108,105,x,105,x,105
Cc1cccc[n+]1CCCC[n+]1ccccc1C,109,92,101,105,103,111,71,106
O=C1/C(=C/c2ccc(OCc3ccccc3)cc2)Oc2cc(O)ccc21,102,100,85,93,94,98,86,89
CCOC(=O)CCCCCCCCC(=O)OCC,110,x,107,114,107,118,99,107
CC(=O)OCCn1c2nc(=O)[nH]c(=O)c-2nc2cc(C)c(C)cc21,111&119&112,89&112&97,100&101&93,99&113&98,97&122&101,97&118&101,72&119&103,86&113&112
O=C(Nc1cc(C2=NCCN2)cc(C2=NCCN2)c1)c1ccc(C(=O)Nc2cc(C3=NCCN3)cc(C3=NCCN3)c2)cc1,108,98,107,99,94,112,89,107
Cc1c(O)c(O)cc2c3c(oc12)CC(c1ccc2c(c1)OCO2)CC3=O (stereo unspecified),105,75,82,84,69,79,-37*,94
CN(C)C(CNc1oc(-c2cccc3ccccc23)nc1C#N)c1ccco1 (stereo unspecified),96,95,92,92,80,85,94,92
Cc1ccc(NS(=O)(=O)c2ccc(-c3cnc(C4CC4)o3)cc2)cc1,54,36,15,9.7*,36,x,57,40
[N-]=[N+]=CC(=O)CCC(NC(=O)OCc1ccccc1)C(=O)OCc1ccccc1 (stereo unspecified),115,108,107,107,x,104,91,104
CS(=O)(=O)CC(O)(c1ccccc1)c1ccccn1 (stereo unspecified),101,113,100,x,x,x,128,97
Cn1cccc1-c1cc(-c2ccc(Br)cc2)n(S(=O)(=O)c2ccccc2)c(=O)c1C#N,125,90,x,104,44,98,84,108
COc1cc(-c2nn(C(C)(C)C)cc2-c2ccnc(NCCCNS(=O)(=O)c3ccc(C(F)(F)F)cc3)n2)ccc1Cl,90,68,78,85,x,34,41,47
CC1(C)CC[C@]2(C(=O)N3CCCNCC3)CC[C@]3(C)C(=CC[C@@H]4[C@@]5(C)Cc6c([nH]c7ccccc67)C(C)(C)[C@@H]5CC[C@]43C)[C@H]2C1,104,115,84,92,24,90,54,64
COc1ccc(-c2cc3c(ncn4nc(-c5cccnc5)nc34)o2)cc1,111,109,101,106,105,102,102,105
Cc1ccc(OCC(=O)O)c(C)c1,110,96,100,104,100,107,81,94
SCCNCc1ccccc1,121,115,x,126,96,127,102,103
CC(=O)O.CC(=O)O.O.[Fe],112,103,107,106,131,147,100,99
O=C(Cc1ccc(F)c(Cl)c1)Nc1cc(C2(C(F)(F)F)CC2)nn1Cc1ccccc1,98,-33*,84,71,15,68,-19*,60
COc1ccc2cc(C(=O)/C=C/N(C)C)ccc2c1,99,103,104,x,98,98,90,95
NS(=O)(=O)c1ccc(Nc2nc(SCC(=O)c3ccc(Cl)cc3)nc3c2CCCC3)cc1,68,70,66,60,41,48,x,39
CC12CCC3C(CCC4CC(O)CCC43C)C1CC(O)C2 (stereo unspecified),106,108,97,111,85,100,92,100
O=c1c2c3c(sc2nc2nc(-c4ccccc4)[nH]n12)CCCC3,108,83,103,97,93,80,101,92
C=CCn1c(SCC(=O)Nc2ccc(C(=O)/C=C/c3ccc(Cl)cc3)cc2)nnc1-c1ccccc1,90,97,99,94,86,92,93,93
Cn1cc(-c2cc(N)n3nc(-c4c[nH]c5ccccc45)cc3n2)c2cc(Cl)ccc21,-90*,-74*,-98*,-76*,-16*,-77*,-69*,-38*
OCC(O)C(O)CC1SCCS1 (stereo unspecified),110,x,x,98,91,97,104,101
COC1(OC)N=C(N)C2(C#N)C3(C(=O)Nc4ccccc43)C12C#N (stereo unspecified),103,x,82,x,78,77,73,104
Nc1nc(=S)cc(Cl)[nH]1,115,97,106,97,106,99,124,96
O=c1cc(NNC(=S)Nc2ccccc2)c2cc(Br)ccc2[nH]1,104,85,104,98,90,91,92,100
O=C(Cn1cc(CN2C(=O)c3ccccc3S2(=O)=O)nn1)Nc1ccc(Cl)cn1,105,100,104,100,104,105,111,111
O=S(=O)(O)c1ccc(N=Nc2ccc(O)c3ccccc23)cc1,110,97,108,93,109,103,100,105
COC[C@@]1(C)CC[C@]2(C)CC[C@]3(C)C(=CC[C@@H]4[C@@]5(C)CCCNC(C)(C)[C@@H]5CC[C@]43C)C2C1 (stereo partly specified),67,84,88,50,48,77,73,56
CCN(CCCCN1CC(=O)N(CCCCN(CC)Cc2ccccc2OC)CC1=O)Cc1ccccc1OC,x,94,100,100,x,97,x,102
Cc1ccc(NC(=O)Nc2nc3ccc(OC(F)(F)F)cc3s2)cc1,107,111,92,107,89,80,114,103
COc1ccc(OC)c(/C=C/C(=O)C2=NN(c3ccc(I)cc3)[C@H](c3cc(OC)ccc3OC)CC2=O)c1,79,87,87,86,22,78,77,74
N#CC1=C(c2ccc(Br)cc2)NC(SCC(=O)c2ccc(Br)cc2)NC1=O (stereo unspecified),111,99,110,100,x,104,102,94
COc1ccc(C2CCc3cc4c(cc3/C2=N/O)OCO4)cc1OC (stereo unspecified),102,104,55,94,66,x,44,88
O=S(=O)(NCCNc1nccc(-c2cn(-c3ccccc3)nc2-c2ccc(Cl)c(O)c2)n1)c1ccc(O)cc1,83,x,55,67,x,61,x,49
CCCCC(O)Cn1ncc(C(=O)N/N=C\c2ccc(OC(F)F)c(Oc3ccccc3)c2)c1N (stereo unspecified),98,93,50,84,60,x,68,92
CCOc1ccccc1NC1=C(OC)C(=O)C(Nc2ccccc2OCC)=C(OC)C1=O,110,84,95,98,104,94,97,97
O=C(Nc1ccc(C(=O)/C=C/c2ccc(N3CCCCC3)cc2)cc1)Nc1ccc([N+](=O)[O-])cc1,101,97,95,109,109,107,104,94
Brc1ccc(/C=C(/C2=NCCN2)n2ccc3ccccc32)cc1,100,68,73,65,60,79,34,78
Cc1cccc(Cl)c1NC(=O)c1ccc2nc(NC(=O)NC3CCN(C)CC3)sc2c1,108,63,72,104,83,91,x,92
O=C(Nc1cccc(C(F)(F)F)c1)c1cc(-c2ccc(F)cc2F)ccc1O,25,13,-66*,x,21,9.8*,-26*,7.5*
O=C(Nc1nc2ccc([N+](=O)[O-])cc2s1)Nc1ccccc1F,22,6.9*,-52*,16,16,5.6*,-3.8*,12
CCN(CC)c1ccc(CCc2ccc(N(CC)CC)c3cccnc23)c2ncccc12,97,84,87,82,79,90,x,66

(list continues)
smiles,SK-MEL-28,HOP-62,SK-MEL-5,M14,CCRF-CEM,EKVX,HOP-92,A549/ATCC
CC(C)CCNc1ccc(Cl)cc1,107,99,101,102,97,105,85,105
C[C@]12CC[C@H](O)CC1=CC[C@@H]1[C@@H]2CC[C@]2(C)c3[nH]ncc3C[C@@H]12,87,90,87,91,86,67,78,108
C/C=C(/C)C(=O)O[C@@H]1CC(C)(C)CC2C3=CCC4[C@@]5(C)CC/C(=N\O)C(C)(C)C5CC[C@@]4(C)[C@]3(C)CC[C@]21C(=O)O (stereo partly specified),91,80,62,74,49,59,50,46
CCOC(=O)NC(=S)Nc1ccc2c(ccn2C(=O)c2cccc(F)c2)c1,112,92,106,x,99,96,99,106
Cc1cc(O)c(O)cc1SC1=NC(O)C(CN)=C(C(C)C)N1 (stereo unspecified),103,101,110,95,105,106,114,97
C/C(=N\NC(N)=S)c1nnn(-c2ccc([N+](=O)[O-])cc2)c1C,104,99,100,99,101,62,99,103
NC(=O)C1=C(N)c2ccccc2C1c1ccccc1 (stereo unspecified),111,104,104,105,96,95,x,101
O=C(C[n+]1cccc2ccccc21)c1cccs1,114,90,101,97,97,93,74,91
Nc1ccc(N)c2c1C(=O)c1c(N)ccc(N)c1C2=O,105,99,81,83,96,93,79,92
C=CCn1c(C)nc2ccc(Nc3nc(N4CCN(C)CC4)nc4ccccc34)cc21,103,89,82,93,68,x,58,92
Cc1cccc(Nc2ncnc3c2cnn3-c2cccc(F)c2)c1,106,75,96,91,103,96,71,102
c1cnc2ncncc2n1,115,99,98,95,95,108,99,105
O=C(Nc1ccccn1)Nc1ccccn1,118,96,103,110,103,88,98,93
CCOC(=O)c1c(NC(=O)C2CCCCC2C(=O)O)sc2c1CCCC2 (stereo unspecified),110,104,95,106,100,x,x,98
CC[C@]12C=CCN3CC[C@@]4(c5ccc(OC)cc5N(C)[C@H]4[C@@](O)(C(=O)OC)[C@@H]1OC(=O)CCC(=O)O[C@H]1CC[C@H]4[C@@H]5CC[C@H]6CC(=O)CC[C@]6(C)[C@H]5CC[C@]14C)[C@@H]32,47,33,7.1*,26,7.5*,21,-2.9*,13
O=C1C=CC(=O)N1c1cccc(Cl)c1,108,101,106,114,55,108,76,93
CCOC(=O)C1=NN(c2ccccc2)C(=O)C1N=Nc1ccc(S(=O)(=O)Nc2nnc(C)s2)cc1 (stereo unspecified),110,105,102,102,107,x,93,106
N#CC1=C(N)Oc2cc3ccccc3cc2C1c1ccc([N+](=O)[O-])cc1 (stereo unspecified),103,85,91,92,73,73,114,104

Looked up one by one from above (6):
smiles,SK-MEL-28,HOP-62,SK-MEL-5,M14,CCRF-CEM,EKVX,HOP-92,A549/ATCC
Cc1cccc(Nc2ncnc3c2cnn3-c2cccc(F)c2)c1,106,75,96,91,103,96,71,102
O=C(Nc1ccccn1)Nc1ccccn1,118,96,103,110,103,88,98,93
Nc1ccc(N)c2c1C(=O)c1c(N)ccc(N)c1C2=O,105,99,81,83,96,93,79,92
CCOC(=O)c1c(NC(=O)C2CCCCC2C(=O)O)sc2c1CCCC2 (stereo unspecified),110,104,95,106,100,x,x,98
C=CCn1c(C)nc2ccc(Nc3nc(N4CCN(C)CC4)nc4ccccc34)cc21,103,89,82,93,68,x,58,92
O=C1C=CC(=O)N1c1cccc(Cl)c1,108,101,106,114,55,108,76,93
